# High-throughput results as filed in PubChem.
# p53null 32C tox = selectivity test: cytotoxicity in p53 null cells, permissive temperature. 55,000 compounds, 0.62% hits. AID 903. Potency, µM (highest dose often 46.1 µM), for the others: at the highest dose activity change, negative = cytotoxicity, most hits filed as cytotoxic. H1299-neo p53 null cells, ATP luminescence, 24 h, 32C;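 also: 0% = DMSO only and -100% = full killing by 100 µM tamoxifen; nearly all actives have a fitted effect of over 55% in size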
#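 Overnight 37C seeding (600 cells/well) of H1299-neo preceded a 24 hr, 32C exposure to compounds up to 46 uM. ATP levels, read by luminescence after 20 min at RT, indicated surviving cells.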
# p53null 39C tox = p53 null cell cytotoxicity, nonpermissive temperature; H1299 p53-null (neo) cells, 39C, ATPlite viability, 24 h; Potency, µM (top dose mostly 46.1 µM), for the others: at the highest dose activity, negative = cell killing, hits mostly cytotoxic; 55,000 compounds, 0.97% hits; AID 904;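 also: 0% = DMSO only and -100% = full killing by 100 µM tamoxifen; nearly all actives have a fitted effect of over 50% in size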
#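 Cells seeded at 600/well, 37C overnight. Compound added (up to 46 uM), plates shifted to 39C for 24 hr. ATPlite added, luminescence read after 20 min at room temperature.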
# Numbers without * were called inactive; ? = inconclusive; [ ] = dose if it differs, or a comment. Calls follow the shape of the dose curve; as a rule, active = well fitted cell-killing curve with a large enough effect; inconclusive = small, poorly fitted or top-dose-only effect; inactive = no such curve, though single readings can be large or run the other way. Potency is read from the fitted curve at half-maximal effect.
SMILES,p53null 32C tox,p53null 39C tox
CCCCS(=O)(=O)C1CCS(=O)(=O)C1 (stereo not given),-1.4%,13.7%
Cc1cc(C)nc(SCCS(=O)(=O)Cc2ccc(Cl)cc2)n1,-14.5%,9.2%
CCC(C)Sc1nnc(CNC(=O)C23CC4CC(CC(C4)C2)C3)n1C1CCCCC1 (stereo not given),-7.7%,11.6%
O=C(CSc1nc(-c2ccco2)cc(C(F)(F)F)n1)N1CCN(c2cccc(Cl)c2)CC1,-8.5%,24.1%
COc1ccc(Oc2nnnn2-c2ccccc2)cc1,3.3%,24.9%
CC(C)(C)NC(=O)CSc1nncn1NCc1c(Cl)cccc1Cl,3.3%,34.8%
CCN(CC)C(=O)c1sc(NC(=O)c2ccco2)c(C#N)c1C,4.6%,-12.5%
CCN1C(=O)C(CC(=O)Nc2c(C)cccc2C)SC1=Nc1ccc(S(N)(=O)=O)cc1 (stereo not given),-3.2%,12.1%
Cc1ccc(S(=O)(=O)N2CCCN(c3nc4cc(C)ccc4cc3C#N)CC2)cc1,14.6%,18.2%
CCOCC(=O)Nc1cccc(OC)c1,-10.0%,-7.7%
Cc1ccc(N(CC(=O)Nc2c(C)n(C)n(-c3ccccc3)c2=O)S(C)(=O)=O)cc1C,-0.2%,1.2%
O=S(=O)(c1ccc(Br)s1)N1CCc2ccccc2C1,-6.7%,7.6%
CCOC(=O)CN(C(=O)CNC(=O)c1cccs1)C(C(=O)NC1CCCCC1)c1cccnc1 (stereo not given),-7.4%,10.5%
Cc1nnsc1C(=O)Nc1cccc(Cl)c1Cl,-4.9%,-9.6%
COc1cc2[nH]c(=O)n(CCCCCC(=O)NCCCN3CCC(C)CC3)c(=O)c2cc1OC,-5.4%,-1.7%
CCN(CC)C(=O)c1cnn(-c2ccccc2)c1NC(=O)c1cccs1,7.9%,-6.1%
CN(C)S(=O)(=O)c1ccc(C(=O)N2CCCC2c2nc3ccccc3s2)cc1 (stereo not given),2.7%,4.1%
Cc1cccc(NC(=O)CSc2nc(N)cc(N)n2)c1,-0.3%,18.3%
CCNc1nc(NC(C)(C)C)nc(N2CCCC2)n1,3.4%,-2.5%
CN(C)CC1CCCCC1C1(O)c2ccccc2CSc2sccc21 (stereo not given),-9.9%,-14.4%
O=C(Nc1c(C(=O)Nc2cccc3ccccc23)cnn1-c1ccccc1)c1ccco1,-15.8%,-1.8%
COc1ccc(N2C(=O)CC(NC3CCCCNC3=O)C2=O)cc1 (stereo not given),-5.9%,14.7%
CCS(=O)(=O)Nc1ccc(C(=O)c2ccccc2)cc1,-5.9%,-13.5%
O=C(Cc1ccccc1)N/N=C/c1ccc(OC(=O)/C=C\c2ccco2)cc1,7.2%,-0.5%
Cc1cc(C=O)c2c(c1)C=CC1(Oc3ccccc3C(=O)N1C)O2 (stereo not given),33.9%[activator],-11.9%
CCOC(=O)c1ccc(N2C(=O)CC(N3CCC(C(N)=O)(N4CCCCC4)CC3)C2=O)cc1 (stereo not given),-7.8%,9.9%
O=C(Nc1ccc2c(c1)CCC2)C1CCCO1 (stereo not given),-10.2%,-17.6%
COc1ccc2nc(NCCCO)[nH]c2c1,-6.5%,16.6%
COC(=O)c1ccccc1NC(=O)CSc1nnc(-c2ccc(C)cc2)o1,0.3%,9.3%
CC(=O)c1ccc(N2CCN(C(=O)c3cc(C)on3)CC2)cc1,-3.4%,8.0%

# Looked up by compound from the list above (six):
SMILES,p53null 32C tox,p53null 39C tox
O=C(Cc1ccccc1)N/N=C/c1ccc(OC(=O)/C=C\c2ccco2)cc1,7.2%,-0.5%
CC(C)(C)NC(=O)CSc1nncn1NCc1c(Cl)cccc1Cl,3.3%,34.8%
Cc1ccc(N(CC(=O)Nc2c(C)n(C)n(-c3ccccc3)c2=O)S(C)(=O)=O)cc1C,-0.2%,1.2%
O=S(=O)(c1ccc(Br)s1)N1CCc2ccccc2C1,-6.7%,7.6%
CCN1C(=O)C(CC(=O)Nc2c(C)cccc2C)SC1=Nc1ccc(S(N)(=O)=O)cc1 (stereo not given),-3.2%,12.1%
COc1ccc(N2C(=O)CC(NC3CCCCNC3=O)C2=O)cc1 (stereo not given),-5.9%,14.7%

# In another format: 3 of the compounds above
O=C(Cc1ccccc1)N/N=C/c1ccc(OC(=O)/C=C\c2ccco2)cc1
  p53null 32C tox: 7.2% | p53null 39C tox: -0.5%
Cc1cc(C=O)c2c(c1)C=CC1(Oc3ccccc3C(=O)N1C)O2 (stereo not given)
  p53null 32C tox: 33.9%[activator] | p53null 39C tox: -11.9%
CCOC(=O)c1ccc(N2C(=O)CC(N3CCC(C(N)=O)(N4CCCCC4)CC3)C2=O)cc1 (stereo not given)
  p53null 32C tox: -7.8% | p53null 39C tox: 9.9%

# More structures follow:
SMILES,p53null 32C tox,p53null 39C tox
O=C(O)c1cccc(N2C(=O)CSC2c2c(F)cccc2Cl)c1 (stereo not given),-7.9%,-5.7%
Cc1cccc(Nc2nc(N3CCCCC3)nc(N3CCCCC3)n2)c1,6.8%,-10.5%
Cc1cc(C#N)c(C)c(SCc2[nH]nc3c2C(c2ccccc2)C(C#N)=C(N)O3)n1 (stereo not given),-5.6%,-5.3%
CCOC(=O)c1sc(NC(=O)CN2C(=O)NC3(CC(C)CC(C)(C)C3)C2=O)c(C(=O)OCC)c1C (stereo not given),5.7%,-12.0%[1.84 µM]
COC(=O)C1CCN(S(C)(=O)=O)CC1,2.6%,46.2%[activator]
NC(=O)c1cc2ccc(O)cc2oc1=NCc1ccccc1,-22.0%,-26.0%
CCc1nnc(NC(=O)CSc2nnc(Cc3cccn3C)n2CCOC)s1,7.3%,-3.7%
CC(=O)C1=C(O)C(=O)N(C2CCCCC2)C1c1ccccc1 (stereo not given),9.8%,14.5%
O=[N+]([O-])c1ccc(NNC(=S)Nc2ccc(F)cc2)cc1,-5.7%,-5.1%
CN(C(=O)c1ccc2c(=O)n3c(nc2c1)CCCCC3)c1ccccc1,-2.8%,10.2%
Clc1ccc(CSc2ncn(-c3ccccc3)n2)cc1,-11.6%,-18.7%
CC(=O)c1cccc(NC(=O)c2ccc(NS(C)(=O)=O)cc2)c1,-5.1%,18.3%
Cc1ccc(C(=O)Cn2cnc3ccccc3c2=O)cc1,-22.2%,-9.1%
CC(=O)Nc1ccc(S(=O)(=O)NCc2cn3c(C)csc3n2)cc1,12.7%,11.6%
Cn1cc(Cl)c(C(=O)N/N=C/c2ccc(OS(=O)(=O)c3ccccc3)cc2)n1,3.4%,-10.2%
Clc1cccc(Cl)c1COc1ccncc1,-0.8%,12.6%
CCOC(=O)c1ccc(NC(=O)CN2CCN(CCN=CC3=C(O)CC(C)(C)CC3=O)CC2)cc1,-18.1%,-4.3%
O=C(/C=C\c1ccccc1OC(=O)c1ccccc1F)c1cc2ccccc2o1,-17.5%,-24.5%
CC(=O)NC1=NN(C(C)=O)C(C)(c2cccs2)S1 (stereo not given),5.0%,17.6%
CCC1c2ccc(C)n2CCN1C(=O)Nc1cc(Cl)ccc1OC (stereo not given),16.8%,8.4%
CC(C)(C)C(=O)NC1CCN(S(C)(=O)=O)CC1,-3.6%,5.4%
COc1ccc(-c2csc(-c3cc4ccccc4oc3=N)n2)cc1,1.0%,-4.1%
COc1cc(-c2noc(-c3cccs3)n2)cc(OC)c1OC,-0.6%,-16.3%
COc1ccc(-c2csc(/C(C#N)=C/Nc3ccc4c(c3)OCCO4)n2)cc1,4.8%,5.5%
O=C(CSc1nc2ncccc2[nH]1)c1cccc([N+](=O)[O-])c1,5.1%,7.0%
CC(=O)N(c1ccccc1)c1nc(C)cc(C)c1C#N,14.7%,17.9%
CCOc1ccc(NCc2nnc(SCC(=O)Nc3cc(C)on3)n2-c2ccccc2OC)cc1,5.3%,-11.0%
Cc1cc(C)cc(NC(=O)CN(Cc2ccccc2)S(C)(=O)=O)c1,1.7%,-11.1%
Cc1ccc(C(=O)NCC(C)(C)O)cc1,0.8%,-2.5%
O=C(COC(=O)/C=C/c1cccc(Cl)c1)NCCc1ccc(Cl)cc1Cl,-0.4%,7.3%
COc1ccc(CC(=O)N2CCc3ccccc32)cc1,-6.4%,-10.1%
Cc1ccc(-n2c3nc(=O)[nH]c(=O)c-3cc3cc([N+](=O)[O-])ccc32)cc1C,-2.1%,-11.2%
O=C1c2ccccc2C(=O)c2c1ccc1c(=O)n(C3CCCCC3)[nH]c21,-3.1%,8.0%
CCCNC(=O)c1noc2c1CCc1ccccc1-2,-21.9%,?
CN(C)C(=O)COC(=O)c1ccccc1Nc1ccc(SC(F)F)cc1,-27.8%,-14.5%
N#Cc1c(/N=C/c2cc3ccccc3s2)sc2c1CCC2,8.3%,29.2%
CC(C)NC(=O)c1c2c(nc3ccccc13)CCCC2,-9.4%,5.3%
CC(C)(C)n1nnnc1C(c1cccnc1)N1CCN(c2cccc(C(F)(F)F)c2)CC1 (stereo not given),4.4%,-12.3%
Cc1ccc(C(=O)COC(=O)c2cccs2)cc1,?,-28.2%
Cc1cc(NC(=O)CSc2ncccn2)no1,10.4%,16.0%
CCSc1nc2c(c(-c3ccc(C)o3)c1C#N)CCCC2,-8.9%,26.8%
COc1ccc(NC(=O)C2CCCO2)cc1 (stereo not given),-3.0%,-1.7%
Nc1cc(N)nc(SCCOc2ccccc2F)n1,6.3%,-5.3%
COc1ccc2nc(NC(=O)C3CCCN(S(=O)(=O)c4cccc5nonc45)C3)sc2c1 (stereo not given),10.5%,21.2%
CCC(CO)NCc1ccc(OC2CCCC2)cc1 (stereo not given),5.2%,-4.6%
CCCN(C(=O)c1ccco1)c1nnc(-c2ccncc2)s1,2.0%,4.3%
COc1ccc(C2C(C#N)=C(C)NC3=C2S(=O)(=O)c2ccccc23)cc1 (stereo not given),-1.3%,12.3%
Cc1cc2ccccc2n2c(SCC(=O)N3CCc4ccccc4C3)nnc12,0.9%,11.4%
CCC(=O)N(Cc1ccco1)c1nc(-c2ccc(OC)cc2)cs1,-5.9%,-2.5%
CCn1c(Cc2c(C)[nH]c3ccccc23)nnc1SCC(=O)NCc1ccco1,-1.1%,-1.4%
# (continued)
SMILES,p53null 32C tox,p53null 39C tox
CCOC(=O)Nc1sc(=S)n(C)c1C,-3.8%,9.3%
CCC(C)OC(=O)c1cc(C)nc2c(Br)cc(Br)cc12 (stereo not given),1.2%,6.6%
C=CCNc1nc(-c2sc(NC(=O)CC)nc2C)cs1,-7.8%,-12.2%
Cn1c(Cn2c(=O)sc3ccccc32)nnc1SCC(=O)NC1CCCC1,9.0%,12.1%
O=C(c1cc2ccccc2o1)N1CCCCCC1,-2.7%,20.8%
COc1ccc(/C=N\NS(=O)(=O)c2ccc(Cl)cc2)cc1COc1ccccc1[N+](=O)[O-],-10.2%,4.4%
COc1ccc(NC(=O)C(NC(=O)Cc2cccs2)c2ccc(C)cc2)cc1 (stereo not given),-10.3%,9.9%
CCOC(=O)c1ccccc1NC(=O)Cc1ccccc1OC,-11.4%,0.9%
CC(=O)c1cccc(NC(=O)Nc2cccnc2)c1,-9.4%,-22.0%
CCOC(=O)c1c(NC(C)=O)no[n+]1[O-],5.5%,20.4%
CCOC(=O)CCCNC(=O)COC(=O)c1cc(C)cc(C)c1,-10.1%,0.7%
COc1ccc(S(=O)(=O)N2CCC(C(=O)Nc3cccc(C(C)=O)c3)CC2)cc1,-20.2%,-0.2%
Cc1ccccc1OCc1nc2ccccc2c(=O)n1NC(=O)c1ccco1,-1.2%,-3.1%
CCCCn1c(Cc2ccccc2)nnc1SCC(=O)N1CCOCC1,0.8%,-13.8%
CC(C)N(C(=O)CSc1nc2ccccc2n1Cc1ccccc1)C(C)C,-5.7%,4.0%
Cc1ccc(-n2nnnc2SCC(=O)Nc2ccc3c(c2)OCCO3)cc1C,8.2%,9.8%
Nc1nnc(COc2ccccc2)s1,6.2%,12.2%
CCn1cc(C(=O)NCCCOC)c(=O)c2cc(S(=O)(=O)N(C)C)ccc21,7.0%,26.8%
Cn1c(CCNC(=O)c2ccccc2)nc2ccccc21,6.0%,10.4%
CC(=O)Nc1cccc(OCC(O)Cn2c(C)nc3ccccc32)c1 (stereo not given),-10.4%,-4.4%
COc1ccc(-c2cc3nc(C)c(CCC(=O)NCc4ccco4)c(C)n3n2)c(OC)c1,12.6%,-4.5%
CSc1nnc(Cn2c(=O)sc3ccccc32)n1C,-4.3%,-8.5%

# Another view of part of the listing above.
Structure	p53null 32C tox	p53null 39C tox
CCn1cc(C(=O)NCCCOC)c(=O)c2cc(S(=O)(=O)N(C)C)ccc21	7.0%	26.8%
Cn1c(CCNC(=O)c2ccccc2)nc2ccccc21	6.0%	10.4%
CC(=O)Nc1cccc(OCC(O)Cn2c(C)nc3ccccc32)c1 (stereo not given)	-10.4%	-4.4%
COc1ccc(-c2cc3nc(C)c(CCC(=O)NCc4ccco4)c(C)n3n2)c(OC)c1	12.6%	-4.5%
CSc1nnc(Cn2c(=O)sc3ccccc32)n1C	-4.3%	-8.5%

# These rows are one share of the data (hit frequency here may not be typical).
